Compound activity (PubChem BioAssay)
Yfh1-off respiration = mitochondrial function rescue without frataxin homolog – Friedreich's ataxia, plus single-dose screen, dose response (AID 1465); S. cerevisiae Yfh1-off respiration, WST-1 reduction, 72 h; higher fold induction means a stronger effect; fold induction at 50 µM, or EC50 in µM where a hit was titrated; 220,000 compounds, 0.074% hits;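 active = fold induction of absorbance versus untreated yeast above a set limit, then at least 30% activation at any dose in follow-up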;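 also: activators that raise dye reduction in frataxin-depleted yeast; strong numbers were not always called active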
PMI inhibition = human PMI inhibitors, high substrate, primary screen, biochemical, fluorescence intensity, high mannose 6-phosphate (AID 1220) | inhibition, % at 20 µM, or IC50 in µM where a hit was titrated | 190,000 compounds, 0.66% hits | recombinant PMI enzyme, coupled fluorescence intensity; higher % means a stronger effect; in the data active = inhibition above about 50%
P. falciparum M1AAP = malaria alanyl aminopeptidase activity blockers – biochemical, fluorogenic H-Leu-NHMec substrate, 1536-well (AID 1445). recombinant M1AAP, H-Leu-NHMec fluorogenic kinetic assay; higher % means a stronger effect. one-dose inhibition, % at 30 µM; IC50 in µM for titrated hits. 220,000 compounds, 0.42% hits;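 active = primary inhibition above the hit cutoff, then over 50% inhibition at one or more dose response concentrations, cut at about 23% in these data, passing the limit was not always enough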;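 also: plate controls were DMSO full reaction for no effect and no enzyme background for full effect; strong numbers were not always called active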
West Nile virus CPE = inhibition of WNV-induced cytopathic effect – cell-based, CPE readout (AID 1621) | West Nile virus-infected cells, CPE inhibition; higher % means a stronger effect | 290,000 compounds, 0.02% hits | one-dose CPE inhibition, % at 10 µM; IC50 in µM for titrated hits; in the data active = a potency from the dose series; also: strong numbers were not always called active
M17LAP inhibition = P. falciparum M17LAP inhibitors, primary screen, biochemical, fluorogenic H-Leu-NHMec substrate, 1536-well (AID 1619) | inhibition, % at 30 µM, or IC50 in µM where a hit was titrated | recombinant M17LAP, H-Leu-NHMec fluorogenic kinetic assay; higher % means a stronger effect | 220,000 compounds, 0.38% hits;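 active = compound inhibiting the enzyme by more than half at any dose during confirmatory dose-response retesting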;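 also: plate controls were full reaction with DMSO carrier for no effect and no enzyme background for full effect; strong numbers were not always called active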
Siah-1 displacement = Siah-1 peptide-binding antagonists, primary screen, biochemical, fluorescence polarization, rhodamine-plectin, uHTS (AID 1817) | 290,000 compounds, 0.02% hits | displacement, % at 20 µM; hits with a dose series show IC50 in µM | Siah-1 / rhodamine-plectin peptide fluorescence polarization; higher % means a stronger effect;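 active = displacement of at least 50% at 20 µM, with a fluorescence ratio check between 0.3 and a set limit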;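 also: plate controls were Siah plus tracer with DMSO for no effect and tracer alone without Siah for full effect; strong numbers were not always called active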
XIAP displacement = XIAP antagonists, biochemical, IAP family, fluorescence polarization (AID 1018). displacement, % at 20 µM; hits with a dose series show IC50 in µM. 200,000 compounds, 0.007% hits. XIAP BIR domain, fluorescence polarization peptide displacement; higher % means a stronger effect; in the data active = displacement above about 50%; also: a part of the inactive calls stands beside numbers as strong as those of hits
Salmonella PhoP GFP = PhoP-dependent GFP reporter repression – Salmonella Typhimurium, primary screen (AID 1863); S. Typhimurium PhoP-regulated promoter GFP reporter, 4 h; higher % means a stronger effect; inhibition, % at 50 µM, or IC50 in µM where a hit was titrated; 300,000 compounds, 0.16% hits;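 active = inhibition over 29.93%, a cutoff 3 SD above the screen mean, later confirmed by dose response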;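 also: 0% = low Mg2+ inducing control and 100% = high Mg2+ repressing control; strong numbers were not always called active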
CSM14.1 death rescue = rescue of cells from ER stress-induced death, primary screen, 384-well, CSM14.1, thapsigargin, ATP luminescence (AID 1222) | CSM14.1 thapsigargin-induced death rescue, ATP luminescence; higher % means a stronger effect | one-dose cellular ATP content (survival), % at 20 µM; EC50 in µM for titrated hits | 190,000 tested, under 10 active;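 active = EC50 below 50 µM in the dose-response confirmation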;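 also: death triggered by thapsigargin at about 15 µM added after 2 h compound pretreatment; cell ATP read after overnight thapsigargin exposure of roughly 18 to 22 hours; normalized against plate controls of thapsigargin alone and 5% DMSO vehicle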
An asterisk follows results filed as active.

`Cc1ccc2[nH]c(=O)c(CN(Cc3cccnc3)Cc3nnnn3CCN3CCOCC3)cc2c1` gave PMI inhibition 13%, P. falciparum M1AAP 11%, West Nile virus CPE 0.4%, M17LAP inhibition 5%, Siah-1 displacement 6%, XIAP displacement -0.4% and Salmonella PhoP GFP -1%.
`COC(=O)CSc1nnc(-c2cccnc2)n1-c1cccc(OC)c1` gave Yfh1-off respiration inactive, PMI inhibition -4%, P. falciparum M1AAP -6%, West Nile virus CPE 0.0%, M17LAP inhibition 1%, Siah-1 displacement 3%, XIAP displacement -2.9%, Salmonella PhoP GFP -10% and CSM14.1 death rescue -0.9%.
Screening COc1ccc(Cl)cc1NC(=O)c1ccoc1C returned Yfh1-off respiration inactive, PMI inhibition -2%, P. falciparum M1AAP 3%, West Nile virus CPE 0.1%, M17LAP inhibition 0%, Siah-1 displacement -1%, XIAP displacement -5.3%, Salmonella PhoP GFP 4% and CSM14.1 death rescue 1.6%.
`O=C(CSc1cccc2cccc(Cl)c12)NCc1cccs1` gave Yfh1-off respiration inactive, PMI inhibition 2%, P. falciparum M1AAP 0%, West Nile virus CPE -1.8%, M17LAP inhibition 5%, Siah-1 displacement 7%, XIAP displacement -5.6%, Salmonella PhoP GFP -4% and CSM14.1 death rescue -3.4%.
Screening CCSc1nnc(NC(=O)[C@H](C)N2C(=O)C3CC=CCC3C2=O)s1 (stereo partly specified) returned Yfh1-off respiration inactive, PMI inhibition 8%, P. falciparum M1AAP 3%, West Nile virus CPE 0.5%, M17LAP inhibition 1%, Siah-1 displacement 1%, XIAP displacement -12%, Salmonella PhoP GFP 4% and CSM14.1 death rescue -0.8%.
For CCN(c1ccccc1)S(=O)(=O)c1ccc(Cl)c(C(=O)OCC(=O)c2[nH]c(C)c(C(C)=O)c2C)c1 the results were Yfh1-off respiration inactive, PMI inhibition 11%, P. falciparum M1AAP 5%, West Nile virus CPE -0.6%, M17LAP inhibition 8%, Siah-1 displacement -2%, XIAP displacement -7.2%, Salmonella PhoP GFP 8% and CSM14.1 death rescue 3.6%.
`O=C(Cc1ccccc1[N+](=O)[O-])NCc1ccc2c(c1)OCO2` gave Yfh1-off respiration inactive, PMI inhibition -4%, P. falciparum M1AAP 1%, West Nile virus CPE -0.9%, M17LAP inhibition 8%, Siah-1 displacement 1%, XIAP displacement -7.6%, Salmonella PhoP GFP -1% and CSM14.1 death rescue -2.2%.
Screening O=C(N/N=C/c1ccco1)c1cc(-c2ccccc2)n[nH]1 returned Yfh1-off respiration inactive, PMI inhibition 6%, P. falciparum M1AAP 10%, West Nile virus CPE -0.2%, M17LAP inhibition 23%, Siah-1 displacement 23%, XIAP displacement -2.9%, Salmonella PhoP GFP 5% and CSM14.1 death rescue -2.4%.
Screening COc1cccc(C2(O)CCN(CC(=O)NCC3CC3)CC2)c1 returned Yfh1-off respiration inactive, PMI inhibition 1%, P. falciparum M1AAP 18%, West Nile virus CPE -0.2%, M17LAP inhibition 6%, Siah-1 displacement -1%, XIAP displacement 1.5%, Salmonella PhoP GFP -11% and CSM14.1 death rescue -2.8%.
For COc1ccc(-c2csc(NC(=O)c3cc(=O)c4ccccc4o3)n2)cc1OC the results were Yfh1-off respiration inactive, PMI inhibition -7%, P. falciparum M1AAP 3%, West Nile virus CPE 0.2%, M17LAP inhibition -2%, Siah-1 displacement -5%, XIAP displacement -9.3%, Salmonella PhoP GFP -1% and CSM14.1 death rescue -11%.
For CCN(Cc1cc2ccccc2[nH]c1=O)C(=O)c1cccc([N+](=O)[O-])c1 the results were Yfh1-off respiration inactive, P. falciparum M1AAP 16%, West Nile virus CPE -0.9%, M17LAP inhibition -6%, Siah-1 displacement 16% and Salmonella PhoP GFP -8%.
COCc1ccc(C(=O)N2CCCC(CCC(=O)NCc3ccccc3F)C2)o1 (stereo unspecified) was read as Yfh1-off respiration inactive, PMI inhibition -1%, P. falciparum M1AAP -3%, West Nile virus CPE -0.6%, M17LAP inhibition 2%, Siah-1 displacement 2%, XIAP displacement -3.8%, Salmonella PhoP GFP -5% and CSM14.1 death rescue -1.4%.
`O=C1C2C3C=CC(CC3)C2C(=O)N1/N=C/c1c[nH]c2ccccc12` (stereo unspecified) gave Yfh1-off respiration inactive, PMI inhibition -2%, P. falciparum M1AAP 7%, West Nile virus CPE 0.1%, M17LAP inhibition 4%, Siah-1 displacement 7%, XIAP displacement -4.1%, Salmonella PhoP GFP -3% and CSM14.1 death rescue 1.3%.
`CN(C)/C=C/C1=C([N+](=O)[O-])C(c2cccc([N+](=O)[O-])c2)NC(=O)N1` (stereo unspecified) gave Yfh1-off respiration inactive, P. falciparum M1AAP 8%, West Nile virus CPE 0.3%, M17LAP inhibition 3%, Siah-1 displacement -6% and Salmonella PhoP GFP -5%.
Cc1cc(=O)[nH]c(Nc2ccc(C(=O)OC(C)C)cc2)n1 was read as Yfh1-off respiration inactive, PMI inhibition 4%, P. falciparum M1AAP 3%, West Nile virus CPE -0.2%, M17LAP inhibition 3%, Siah-1 displacement 5%, XIAP displacement 0.3%, Salmonella PhoP GFP 4% and CSM14.1 death rescue -2.0%.
`CN(C)S(=O)(=O)c1ccc(Cl)c(NC(=O)COC(=O)[C@@H]2CCCN2C(=O)c2cccs2)c1` gave Yfh1-off respiration inactive, PMI inhibition 8%, P. falciparum M1AAP 4%, West Nile virus CPE 0.4%, M17LAP inhibition 6%, Siah-1 displacement 5%, XIAP displacement -9.6%, Salmonella PhoP GFP -1% and CSM14.1 death rescue -1.0%.
Cc1ccc(S(=O)(=O)Nc2ccccc2C=Nc2cccc(C)c2C)cc1 was read as Yfh1-off respiration inactive, PMI inhibition 7%, P. falciparum M1AAP 10%, West Nile virus CPE -0.4%, M17LAP inhibition -12%, Siah-1 displacement 7%, XIAP displacement -3.9%, Salmonella PhoP GFP 8% and CSM14.1 death rescue -0.4%.
Screening COC(=O)c1ccccc1NC(=O)CN(Cc1ccccc1)S(C)(=O)=O returned Yfh1-off respiration inactive, PMI inhibition 10%, P. falciparum M1AAP 3%, West Nile virus CPE -0.3%, M17LAP inhibition 15%, Siah-1 displacement -2%, XIAP displacement -3.6%, Salmonella PhoP GFP -1% and CSM14.1 death rescue -1.0%.
For O=C(CN(C1CCCCC1)S(=O)(=O)c1ccccc1)N1CCCC1 the results were Yfh1-off respiration inactive, PMI inhibition 5%, P. falciparum M1AAP 7%, West Nile virus CPE -0.2%, M17LAP inhibition -4%, Siah-1 displacement -1%, XIAP displacement 0.9% and Salmonella PhoP GFP -1%.
Screening CCN(CC)CC(C(=O)N(CC)CC)P(=O)(c1ccccc1)c1ccccc1 (stereo unspecified) returned Yfh1-off respiration inactive, PMI inhibition -8%, P. falciparum M1AAP -2%, West Nile virus CPE 1.0%, M17LAP inhibition 4%, Siah-1 displacement -3%, XIAP displacement -3.7%, Salmonella PhoP GFP 0% and CSM14.1 death rescue 1.3%.
Screening CC(C)Cn1c(O)c2ccc(C(=O)N=NC(=O)c3cccnc3)cc2c1O returned Yfh1-off respiration inactive, PMI inhibition -3%, P. falciparum M1AAP 5%, West Nile virus CPE -0.3%, M17LAP inhibition 10%, Siah-1 displacement 5%, XIAP displacement -2.4%, Salmonella PhoP GFP 2% and CSM14.1 death rescue 0.9%.
`CCOc1ccc(-n2c(-c3ccc(OC)cc3)c[n+]3c2CCCCC3)cc1` gave Yfh1-off respiration inactive, PMI inhibition -2%, P. falciparum M1AAP 5%, West Nile virus CPE -0.9%, M17LAP inhibition 6%, Siah-1 displacement 10%, XIAP displacement -2.1%, Salmonella PhoP GFP -2% and CSM14.1 death rescue 0.5%.
For CC1Cn2c(nc(=O)c3c2NCN(CCc2ccccc2)C3)S1 (stereo unspecified) the results were Yfh1-off respiration inactive, PMI inhibition 9%, P. falciparum M1AAP -8%, West Nile virus CPE 0.8%, M17LAP inhibition 3%, Siah-1 displacement -1%, XIAP displacement -2.7%, Salmonella PhoP GFP -5% and CSM14.1 death rescue -0.8%.
Screening Nn1c(Nc2ccccc2)nc2ccccc2c1=O returned Yfh1-off respiration inactive, PMI inhibition 6%, P. falciparum M1AAP -6%, West Nile virus CPE -0.2%, M17LAP inhibition 7%, Siah-1 displacement 2%, XIAP displacement 2.1%, Salmonella PhoP GFP 19% and CSM14.1 death rescue -1.1%.

Retrieved by compound from above:
Screening Nn1c(Nc2ccccc2)nc2ccccc2c1=O returned Yfh1-off respiration inactive, PMI inhibition 6%, P. falciparum M1AAP -6%, West Nile virus CPE -0.2%, M17LAP inhibition 7%, Siah-1 displacement 2%, XIAP displacement 2.1%, Salmonella PhoP GFP 19% and CSM14.1 death rescue -1.1%.
Screening COC(=O)c1ccccc1NC(=O)CN(Cc1ccccc1)S(C)(=O)=O returned Yfh1-off respiration inactive, PMI inhibition 10%, P. falciparum M1AAP 3%, West Nile virus CPE -0.3%, M17LAP inhibition 15%, Siah-1 displacement -2%, XIAP displacement -3.6%, Salmonella PhoP GFP -1% and CSM14.1 death rescue -1.0%.

Additional compounds follow:
For O=C1CCN(c2ccc([N+](=O)[O-])cc2F)CC1 the results were Yfh1-off respiration inactive, PMI inhibition 22%, P. falciparum M1AAP 4%, West Nile virus CPE -1.0%, M17LAP inhibition 12%, Siah-1 displacement 1%, XIAP displacement -8.5% and Salmonella PhoP GFP 0%.
`CCn1c(=N)n(CC(=O)c2ccc(OC)c(OC)c2)c2ccccc21` gave Yfh1-off respiration inactive, PMI inhibition -28%, P. falciparum M1AAP 1%, West Nile virus CPE -1.1%, M17LAP inhibition 4%, Siah-1 displacement -8%, XIAP displacement -2.8%, Salmonella PhoP GFP -9% and CSM14.1 death rescue 0.4%.
`COc1ccc(-c2nc(SCC(=O)Nc3nccs3)c(-c3ccc(Cl)cc3)[nH]2)cc1` gave Yfh1-off respiration inactive, PMI inhibition 14%, P. falciparum M1AAP 6%, West Nile virus CPE 0.4%, M17LAP inhibition 15%, Siah-1 displacement 12%, XIAP displacement -16%, Salmonella PhoP GFP -6% and CSM14.1 death rescue 2.8%.
Cc1cc(C)n2nc(SCc3nnc(-c4ccc(F)cc4)o3)nc2n1 was read as Yfh1-off respiration inactive, PMI inhibition 3%, P. falciparum M1AAP 8%, West Nile virus CPE -0.5%, M17LAP inhibition 4%, Siah-1 displacement 3%, XIAP displacement -5.6%, Salmonella PhoP GFP -7% and CSM14.1 death rescue 0.2%.
Cc1cc(C)n2nc(C(=O)NNC(=O)c3ccccc3)nc2n1 was read as Yfh1-off respiration inactive, PMI inhibition 8%, P. falciparum M1AAP 6%, West Nile virus CPE -0.7%, M17LAP inhibition 14%, Siah-1 displacement 3%, XIAP displacement -3.9%, Salmonella PhoP GFP 3% and CSM14.1 death rescue -0.6%.
Screening CCN1CCN(CC(=O)Nc2ccc3c(c2)OCCO3)C(=O)C1=O returned Yfh1-off respiration inactive, PMI inhibition 8%, P. falciparum M1AAP 4%, West Nile virus CPE 0.1%, M17LAP inhibition 32%, Siah-1 displacement 1%, XIAP displacement 0.1%, Salmonella PhoP GFP 8% and CSM14.1 death rescue 0.6%.
